# 15-hLO inh – inhibitors of human 15-lipoxygenase (ALOX15) | P16050 | purified 15hLO-1, xylenol orange hydroperoxide absorbance | Potency, µM (series often up to 57.1 µM), inactives show top-dose activity change, negative = inhibition, actives largely listed as inhibitors | hit rate 1.4% among 74,000; further: potency means the concentration at half of the fitted maximal effect; on the % scale 0 is the no-effect control and ±100 the full control effect; nearly all actives have a fitted effect of over 55% in size
#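 Hydroperoxide formed from arachidonic acid (50 uM) by purified human 15hLO-1 (40 nM) oxidizes ferrous iron, and the ferric-xylenol orange complex is read at 573 versus 405 nm. Compounds were preincubated 15 min; reaction ran 6 min at room temperature.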
# Tau fil binding – binders of human tau filaments | Potency, µM (series often up to 57.1 µM), inactives show top-dose activity change, negative = inhibition | hit rate 2% among 71,000 | AID 596 | recombinant tau filaments, thioflavin S fluorescence, 15 h; filaments grown with octadecylsulfate alongside compound;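 further: potency means the concentration at half of the fitted maximal effect; on the % scale 0 is the no-effect control and ±100 the full control effect; actives lower thioflavin S fluorescence by blocking filaments or displacing dye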
# Target sequence (P10636 whole entry, looked up): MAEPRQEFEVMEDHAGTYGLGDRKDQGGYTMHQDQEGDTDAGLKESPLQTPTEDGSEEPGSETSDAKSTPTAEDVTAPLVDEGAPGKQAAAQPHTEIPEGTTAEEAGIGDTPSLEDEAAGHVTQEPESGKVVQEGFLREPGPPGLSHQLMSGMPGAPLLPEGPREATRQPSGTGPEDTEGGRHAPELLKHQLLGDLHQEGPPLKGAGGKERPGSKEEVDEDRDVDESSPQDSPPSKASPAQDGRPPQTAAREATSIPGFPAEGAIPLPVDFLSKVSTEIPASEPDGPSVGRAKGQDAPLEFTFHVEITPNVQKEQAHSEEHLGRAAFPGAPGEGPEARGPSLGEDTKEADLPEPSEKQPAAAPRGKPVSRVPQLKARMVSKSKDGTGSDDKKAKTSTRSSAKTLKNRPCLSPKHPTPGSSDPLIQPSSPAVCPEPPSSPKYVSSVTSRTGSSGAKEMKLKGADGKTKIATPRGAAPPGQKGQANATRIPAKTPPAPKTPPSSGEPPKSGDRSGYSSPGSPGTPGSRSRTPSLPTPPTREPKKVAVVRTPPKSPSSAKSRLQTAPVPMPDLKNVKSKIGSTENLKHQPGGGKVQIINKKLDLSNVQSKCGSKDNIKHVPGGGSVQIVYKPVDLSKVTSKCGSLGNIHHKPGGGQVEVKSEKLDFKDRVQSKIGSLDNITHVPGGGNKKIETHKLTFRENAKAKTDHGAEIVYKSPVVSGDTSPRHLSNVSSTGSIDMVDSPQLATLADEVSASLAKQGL
#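 Assay mix: 1 uM His-tagged tau, 30 uM sodium octadecylsulfate, thioflavine S dye in HEPES/NaCl/DTT buffer. Compound is added prior to the inducer. Fluorescence after 15 h at 37 C.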
# CRE-bla Fsk – alters forskolin-stimulated CRE reporter signaling in CHO cells | CHO CRE-bla reporter (cAMP response element driving beta-lactamase), forskolin EC10, beta-lactamase ratio | Potency, µM (top dose mostly 38.2 µM), for inactives: top-dose activity change, negative = inhibition, usual class: activators | hit rate 2.5% among 71,000 | AID 662; active means well fitted activation curve with a large enough effect in the signal ratio, with a control signal flat, not every such curve was filed as active; inconclusive means small, poorly fitted or top-dose-only effect, or effect the other way, or a change in a side signal; the % refers to the signal ratio; further: potency means the concentration at half of the fitted maximal effect; % of control where 0% means no effect
#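 CHO CRE-bla cells, overnight plating in Opti-MEM with 0.5% dialyzed FBS; cpd titration + EC10 NKH 477, 3 h 37 °C; CCF4 2 h RT; ex 405/em 460 vs 530 ratio → %Activity, AC50.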
# Luciferase inh – blocks Photinus pyralis firefly luciferase activity; P08659; purified firefly luciferase, luminescence, 8 min; hit rate 2.2% among 72,000; Potency, µM (highest dose often 57.1 µM), inactives show top-dose activity change, negative = inhibition, most hits filed as inhibitors; further: potency means the concentration at half of the fitted maximal effect; on the % scale 0 is the no-effect control and ±100 the full control effect; nearly all actives have a fitted effect of over 40% in size
#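 Firefly luciferase (PKLight detection mix) with 10 uM ATP in pH 7.2 imidazole buffer (KCl, MgCl2, Tween 20, BSA). Compounds tested across a concentration series (qHTS). Luminescence read after 8 min at ambient temperature.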
# HADH2 inhib – HADH2 (human) dehydrogenase inhibition. Potency, µM (series often up to 57.1 µM), for the others: top-dose activity change, negative = inhibition, hits mostly inhibitors. hit rate 3.4% among 73,000. recombinant HADH2, NADH fluorescence, beta-hydroxybutyryl-CoA; further: potency means the concentration at half of the fitted maximal effect; on the % scale 0 is the no-effect control and ±100 the full control effect; nearly all actives have a fitted effect of over 60% in size; many of its hits are not listed in these tables
# Target sequence (Q99714 whole entry, looked up, one chain of several): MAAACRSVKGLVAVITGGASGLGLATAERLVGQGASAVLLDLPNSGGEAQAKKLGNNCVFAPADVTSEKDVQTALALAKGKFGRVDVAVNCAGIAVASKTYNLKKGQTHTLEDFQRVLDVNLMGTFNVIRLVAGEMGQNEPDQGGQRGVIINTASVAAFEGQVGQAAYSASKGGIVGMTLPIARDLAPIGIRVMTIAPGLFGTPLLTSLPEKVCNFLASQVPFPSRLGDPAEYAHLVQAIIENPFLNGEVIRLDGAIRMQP
#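 His-tagged recombinant enzyme from E. coli, 20 nM, preincubated 15 min RT with compound; reaction started with 1 mM NAD+ and 90 uM beta-hydroxybutyryl-CoA in 100 mM Tris-HCl pH 9.0. NADH fluorescence (ex 360/em 450) read over 4 min; last-minus-first difference.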
# ERK AVP inh – blocks ERK signaling stimulated by vasopressin. HEK293-V1b, vasopressin-stimulated pERK AlphaScreen. hit rate 0.99% among 72,000. Potency, µM (highest dose often 57.5 µM), inactives show at the top dose activity, negative = inhibition, hits mostly inhibitors; further: potency means the concentration at half of the fitted maximal effect; on the % scale 0 is the no-effect control and ±100 the full control effect; nearly all actives have a fitted effect of over 55% in size
#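 HEK293 cells stably expressing V1b receptor, preincubated 30 min at 37 °C with compound, then stimulated 5 min with 25 nM vasopressin. Phospho-ERK by AlphaScreen SureFire after 5 h RT; normalized to DMSO and vasopressin; AC50 by Hill fit.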
# Hsp90 Hop PPI – changes Hsp90-Hop TPR2A binding signal, up or down; Potency, µM (top dose mostly 57 µM), for inactives: top-dose activity change, negative = inhibition; AID 595; AlphaScreen TPR2A-His6 binding biotin-Hsp90 C-terminal peptide; hit rate 0.44% among 71,000; active means well fitted curve in either direction with a large enough effect; inconclusive means small, poorly fitted or top-dose-only effect, or another doubt; further: potency means the concentration at half of the fitted maximal effect; on the % scale 0 is the no-effect control and ±100 the full control effect; many of its hits are not listed in these tables
# Texas Red fluor – Texas Red region autofluorescence; Compound fluorescence, Texas Red channel, 547/618 nm; hits give high values; max dye-equivalent concentration, M; hit rate 0.06% among 59,000; in the data active means max dye-equivalent concentration above about 10 nM; inconclusive means between about 1.1 nM and that limit
#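 Texas Red-region profiling: compounds in 100 mM Tris pH 8.0 were read at 547/618 nm after 15 min at room temperature. Intensities were normalized against a six-point Texas Red standard series to give dye-equivalent concentration.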
# HBB splicing – alters splicing of the hemoglobin beta chain | HBB splicing reporter cell assay, activation; EGFP reporter with mutant IVS2-654 intron; response scale: normalised to 500 nM splice-correcting PNA | Potency, µM (highest dose often 46.1 µM), for the others: at the highest dose activation, hits mostly activators | hit rate 0.06% among 65,000 | AID 925; further: potency means the concentration at half of the fitted maximal effect; 0% is about no effect
#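 Compounds were applied for 2 days to HeLa EGFP-654 cells, 500/well in Optimem with 2% FCS. The reporter's EGFP is disrupted by mis-splicing of beta-globin intron IVS2-654. Readout: summed well GFP fluorescence from 488 nm laser scanning; reference was 500 nM antisense […] 654 PNA.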
# Rhodamine autofl – compound autofluorescence in rhodamine spectral region; Rhodamine-region fluorescence, 547/598 nm, Tris buffer; hits give high values; max dye-equivalent concentration, M; hit rate 0.05% among 59,000; in the data active means max dye-equivalent concentration above about 11 nM; inconclusive means between about 1.1 nM and that limit
#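 qHTS spectral profiling of compounds without any target or enzyme present, in pH 8.0 Tris buffer; plates were read after a 15-minute room-temperature incubation using the rhodamine-region filter set.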
# Pol III holo inh – DNA polymerase III holoenzyme inhibition. hit rate 0.25% among 71,000. Potency, µM (doses to about 57.1 µM), inactives show at the top dose activity change, negative = inhibition. reconstituted DNA polymerase III holoenzyme replication, biochemical; further: potency means the concentration at half of the fitted maximal effect; on the % scale 0 is the no-effect control and ±100 the full control effect
#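 Reconstituted *E. coli* holoenzyme (0.35 nM Pol III, 1 nM beta, 154 nM SSB, 2 nM primase) was preincubated with compound for 15 min at RT. Synthesis on 1.4 nM ssM13Gori ran 35 min, then was stopped with PicoGreen/EDTA and read as dsDNA fluorescence.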
# Active calls of the source: *; i = inactive; ? = inconclusive; / = not tested or not shown; & = joins results of further samples; [ ] = remark or other dose. Unless noted, the call rests on the fitted dose curve; in most records, active means well fitted curve in the direction sought with a large enough effect; inconclusive means small, poorly fitted or top-dose-only effect, or another doubt; inactive means no such curve, though single readings can be large; an effect the other way counts as inactive or inconclusive. The list is partial; rates above refer to the full screens.
# Each structure is followed by: HBB splicing	ERK AVP inh	Texas Red fluor	Tau fil binding	15-hLO inh	Rhodamine autofl	Pol III holo inh	CRE-bla Fsk	HADH2 inhib	Hsp90 Hop PPI	Luciferase inh
[1] O=C(CSc1nnc(NC2CCCCC2)s1)NC1CCS(=O)(=O)C1 (stereo not given)
 : -2.4%	-11%	i	10%	-24%	i	-5%	1%	-1%	0%	-6%
[2] CCCC(O)C(CC)CO (stereo not given)
 : 1.6%	25%	/	3%	-3%	/	-7%	-8%	1%	2%	/
[3] Cc1ccccc1-c1cc(N2CCN(C)CC2)ncn1
 : 2.4%	-6%	i	-1%	-4%	i	0%	?	5%	-9%	0%[2.29 µM]
[4] CC(C)C[C@@H](CC(=O)N[C@H](CC(=O)N[C@@H]1CCCC[C@H]1C(=O)N[C@H](CC(=O)N[C@@H](CCC(=O)O)CC(=O)O)Cc1c[nH]c2ccccc12)C(C)C)NC(=O)[C@@H]1CCCC[C@H]1N
 : -0.2%	/	/	2%	/	/	-2%	?	-23%	-13%	/
[5] CCOC(=O)CSc1nnc(CNC(=O)c2ccco2)n1-c1ccc(F)cc1
 : 1.0%	-6%	i	-2%	7%	i	0%	?	-3%	0%	1%
[6] CCOc1ccccc1N(CC(=O)N1CCOCC1)S(=O)(=O)c1ccccc1
 : -0.9%	-21%	i	-5%	9%	i	-6%	6%	2%	-3%	2%
[7] O=C(COC(=O)C1CC(=O)N(c2ccc3c(c2)OCCO3)C1)Nc1ccc2c(c1)CCC2 (stereo not given)
 : 2.8%[57.5 µM]	?	i	-6%	-1%	i	-3%	1%	-7%	-5%	-2%
[8] CCOCCCNCC(=O)Nc1ccccc1N1CCOCC1
 : 0.5%	-4%	i	-1%	0%	i	-3%	6%	-4%	-2%	1%
[9] CC(C)(C)c1ccccc1NC(=O)c1ccco1
 : -1.5%	-9%	i	-1%	-12%	i	-4%	?	6%	-4%	2%
[10] CCCCCOC(=O)Cn1c(SCC(=O)Nc2ccccc2)nc2c1c(=O)[nH]c(=O)n2C
 : /	-15%	i	10%	-2%	i	0%	?	32%[activator]	-4%	1%
[11] O=C(OCCNC(=O)c1ccc2ccccc2n1)c1cccnc1
 : -0.1%[9.22 µM]	14%	/	19%	0%	/	0%	?	-26%	-2%	-1%
[12] CCCN1C2CCCC1CC(NC(=O)c1ccccc1)C2 (stereo not given)
 : /	-1%	i	-8%	-1%	i	8%	-2%	-1%	0%	-1%
[13] Cn1nc(CC(=O)Nc2ncc(Br)s2)c2ccccc2c1=O
 : -0.3%	0%	i	80%	-5%	i	-3%	6%	24%	0%	-2%
[14] CCCN(CCC)CCc1cccc2c1CC(=O)N2
 : 1.3%	?	i	-7%	3%&7%	i	0%	2%	5%	-9%	0%
[15] CC(C)CCn1cnc2c([nH]c3cccc(Cl)c32)c1=O
 : 2.7%[0.369 µM]	-17%	i	9%	0%	i	0%	6%	?	-1%	2%
[16] COc1ccc(C)cc1NS(=O)(=O)c1cccc2nonc12
 : -1.1%	35%[activator]	i	-23%	2%	i	1%	-2%	-5%	-7%	0%
[17] O=C1[C@H]2[C@H]3[C@H](O)[C@H](O)C/C(=N/OC[C@@H](O)COCc4ccco4)[C@H]3CC[C@@H]2C(=O)N1C[C@@H]1CCCO1
 : 0.8%[9.22 µM]	9%[11.5 µM]	/	/	3%[11.4 µM]	/	/	/	-14%[11.4 µM]	/	1%[11.4 µM]
[18] Cc1cc(C)n2nc(SCC(=O)NCc3ccco3)nc2n1
 : 0.9%	-7%	i	-4%	9%	i	-2%	?	-2%	-1%	1%
[19] O=C(NCc1ccc(F)cc1)C(c1cccs1)N(C(=O)c1csnn1)C1CC1 (stereo not given)
 : -0.2%[57.5 µM]	-3%	?	128%	-1%	i	0%	-9%	-7%	2%	-2%
[20] CCOC(=O)CNc1nc(C(C)(C)C)nc2c1nnn2Cc1ccccc1Cl
 : -0.4%[57.5 µM]	14%	?	2%	-2%	i	-1%	2%	1%	2%	0%
[21] COc1ccc(Cn2cccc(NC(=O)Nc3ccc(C#N)cc3)c2=O)cc1
 : -0.8%	-11%	i	48%	-5%	i	-3%	?	-26%	-2%	0%
[22] Cc1ccccc1NC(=O)CNc1ccccc1N1CCCCC1
 : -0.2%[57.5 µM]	-6%	?	-22%	-5%	i	-1%	-7%	-8%	-4%	0%
[23] CCc1ccc(O)c(N=Cc2cccc(C)c2O)c1
 : -1.2%[9.22 µM]	-4%	/	-20%	-19%	/	-5%	-12%	3.2µM*	-2%	0%
[24] COc1cccc(C(=O)NCc2cn3ccsc3n2)c1
 : 0.0%	/	/	-2%	17%	/	0%	4%	-7%	-5%	-2%
[25] Cc1ccc(CNC(=O)C2C3C=CC(C3)C2C(=O)O)cc1 (stereo not given)
 : 1.5%	-4%	i	6%	5%	i	-8%	-1%	-4%	-3%	0%
[26] Cc1cccc2c1Oc1ccccc1[C@@H]2NC(=O)c1ccc([N+](=O)[O-])cc1
 : -2.3%[9.22 µM]	-8%[11.5 µM]	i	1%[11.4 µM]	4%[11.4 µM]	i	-11%[11.4 µM]	-9%[7.6 µM]	-11%[11.4 µM]	-2%[11 µM]	2%[11.4 µM]
[27] COc1ccc(-c2c3c(=O)n(C)c(=O)n(C)c3cn2-c2cccc(OC)c2)cc1
 : -2.5%[57.5 µM]	-19%	i	-13%	-3%	i	-2%	-16%	-2%	-11%	0%
[28] COc1ccc(C(=O)N2CCC3(CCCN(Cc4cc(C(F)(F)F)cc(C(F)(F)F)c4)C3)CC2)cc1
 : 1.4%	12%	i	10%	-3%	i	6%	0%	1%	-2%	1%[11.4 µM]
[29] COCCN1C(=O)C(=O)/C(=C(/O)c2ccc3c(c2)OCCO3)C1c1ccc(C(=O)OC)cc1 (stereo not given)
 : 1.3%[1.84 µM]	3%	?	5%	34%[activator]	i	0%	-17%	-22%	0%	6%
[30] N#CCCn1c(=O)c(-c2ccc(Cl)cc2)nc2cnc(Oc3cccc(Cl)c3)nc21
 : 1.7%	2%	i	53%	5%	i	11%	?	3%	-2%	1%[11.4 µM]
[31] CCC1(C)Cc2c(C#N)c(N)n(-c3ccccc3)c(=O)c2CO1 (stereo not given)
 : -1.2%	-18%	i	-10%	3%	i	-2%	11%	0%	0%	0%
[32] O=C(CSc1ncnc2nc[nH]c12)N1CCN(c2ccc(Cl)cc2)CC1
 : -0.1%[57.5 µM]	?	i	13%	-4%	i	-8%	-12%	-10%	?	2%
[33] CCCn1c(CNC(=O)Cc2ccccc2)nc2ccccc21
 : -0.6%	11%	i	0%	13%	i	2%	-7%	6%	1%	1%
[34] Cc1ccccc1Cc1c(C)nc2nc(SCC(=O)NCc3ccco3)nn2c1C
 : -1.4%	-27%	i	92%	-21%	i	-5%	-3%	-3%	-20%	2%
[35] COc1ccc(C(=O)CSc2nnc(-c3ccccn3)n2Cc2ccco2)cc1
 : -1.4%[0.369 µM]	-27%	?	18%	-2%	i	3%	2%	0%	-14%	2%
[36] Cc1ccc(-c2cc(-c3ccc(F)cc3)nc(N)c2C#N)o1
 : -0.3%	4%	i	0%	-1%	i	-4%	9%	-4%	-3%	1%
[37] O=C(c1cccc(F)c1)N1CCC2(CCCN(Cc3nccs3)C2)CC1
 : 3.7%	2%	i	13%	7%	i	-4%	-4%	-1%	-2%	1%[11.4 µM]
[38] CCOC(=O)C1C(c2ccccc2Cl)NC(=O)N(C)C1(O)C(F)(F)F (stereo not given)
 : -1.2%[0.369 µM]	3%	?	0%	11%	i	-7%	7%	-12%	-1%	3%
[39] CC(=O)N1CCc2cc(C(=O)CN3CCC(C)CC3)ccc21
 : -1.2%	/	/	11%	1%	/	4%	12%	-10%	-4%	-1%
[40] Cc1ccc(CCNC(=O)C2CCN(C(=O)N(C)C)CC2)cc1
 : 0.1%[57.5 µM]	-5%	i	-5%	1%	i	-3%	-6%	2%	-4%	2%
[41] CC1=C(C(=O)OC(C)C)C(c2ccc(F)cc2)NC(=O)N1 (stereo not given)
 : 0.5%	-6%	i	5%	4%	i	0%	11%	5%	-1%	0%
[42] COc1ccc(CN=CC2=C(O)CNC2=O)cc1OC
 : -1.1%	-7%	/	2%	7%	/	-2%	7%	8%	-5%	2%

# From PubChem BioAssay
